# Insulin prom up: MIN6 insulin promoter up-regulation; MIN6 insulin promoter-GFP reporter, high-content imaging; hits give high values; z-score at 5 µM; 0.3% of 190,000 active; AID 1625;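 active = z-score above 3 at 5 µM with at least 500 cells counted in the well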
# Autophagy HCS: modulators of autophagy | MEF GFP-LC3 puncta imaging; test concentration mostly 10 µM | calls only at 10 µM (by protocol) | 0.98% of 190,000 active | AID 463193;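 active = percentage of spot-positive cells more than 3 SD above its plate mean, without a fluorescence outlier flag or 80% toxicity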;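 also: spot-positive cell cutoff set from DMSO-treated cells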
# Lipid droplet: hepatic lipid droplet formation modulation; inhibition, % at 6.5 µM; AML12 mouse hepatocytes, oleate lipid droplets, BODIPY imaging; AID 1656; 0.4% of 240,000 active;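 active = lipid droplet intensity inhibited by at least 50%, with more than 500 cells counted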
#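 Test system: AML12 hepatocytes (mouse); reagent: oleate loading, 100 µM; dosing: one dose, 6.5 µM compound; incubation: overnight exposure; signal: fluorescence imaging, 20x objective, two fields per well; read-out basis: % inhibition of corrected integrated BODIPY droplet signal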
# WT yeast gro inh: growth inhibition of WT yeast, mitochondrial fusion screen; mitochondrial fusion phenotypic screen, WT strain; 2.1% of 190,000 active; inhibition, % at 10 µM; in the data active = inhibition above about 58%; tested in S. cerevisiae
# MT stabilize HCS: microtubule stabilizers in HeLa cells; HeLa tubulin immunostaining HCS, 24 h; share of cells brighter than vehicle mean+2SD; % tubulin-high responders, % at 10 µM; 0.83% of 200,000 active;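 active = plate Z-score above 3 for both tubulin-high and condensed-nucleus cell shares, with cell loss under 80%, at 10 µM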;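 also: anti alpha tubulin signal scored within the nucleus-defined area of each cell; some results filed as inactive read as strong as hits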
# b-catenin transl: beta-catenin nuclear translocation modulation; 0.3% of 190,000 active; nuclear translocation activity, % at 5 µM; HeLa beta-catenin nuclear translocation, immunofluorescence imaging;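 active = nuclear translocation activity above 50% at 5 µM, with a well cell count of 50 or more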;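 also: per-cell ratio of nuclear to cytoplasmic median beta-catenin stain intensity; plate controls were DMSO negative control for no effect and GSK-3 inhibitor IX positive control for full effect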
#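 Test system: human HeLa cells, endogenous beta-catenin. Times: 24 h compound exposure, 37°C. Measured by: beta-catenin immunofluorescence imaging with DAPI.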
# Dynein cargo inh: dynein cargo transport inhibition; 3617.4 mouse cells, GR-EGFP nuclear translocation imaging; test concentration mostly 20 µM; stimulated with dexamethasone, 1 µM; hits give low values; z-score, hits read low; 0.47% of 220,000 active; AID 1381;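 active = plate z-score of nuclear minus cytoplasmic receptor signal below a set negative limit, without overly bright fluorescence or cell loss, cut at about -3.5 in these data, passing the limit was not always enough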;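 also: z-score of nuclear minus cytoplasmic ring GR-EGFP intensity difference per well; some compounds called inactive have numbers as strong as hits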
#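 Also added: dexamethasone, 1.0 µM final. Medium: tet-free, stripped-serum medium. Detection: fixed, Hoechst-stained cells imaged at 10x for EGFP. Read-out: nuclear-to-cytoplasmic GR-EGFP distribution per well. Times: induction 48 h, compound 1 h, agonist 30 min.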
# Yfh1-off respiration: enhancers of respiration in Yfh1-depleted yeast, dose response, Friedreich's ataxia, plus single-dose screen (AID 1465). fold induction at 50 µM, or EC50 in µM where a hit was titrated. 0.074% of 220,000 active. S. cerevisiae Yfh1-off respiration, WST-1 reduction, 72 h; higher fold induction means a stronger effect;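 active = fold induction of absorbance versus untreated yeast above a set limit, then at least 30% activation at any dose in follow-up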;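 also: activators that raise dye reduction in frataxin-depleted yeast; strong numbers were not always called active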
# HEK293 NOD2/NF-kB: NOD2 signaling inhibitors, cell-based, luminescence, uHTS, HEK293 (AID 1566). 0.63% of 290,000 active. HEK293 NOD2/NF-kB luciferase reporter, luminescence; higher % means a stronger effect. inhibition, % at 4 µM; hits with a dose series show EC50 in µM; in the data active = inhibition above about 50%; also: many of its hits are not listed in these tables
# WT yeast gro inh mutant strain: further read-out of WT yeast gro inh, marked with its call; inhibition, %; mitochondrial fusion phenotypic screen, mutant strain inhibition
# Dynein cargo inh cytoplasmic EGFP: also measured in Dynein cargo inh; calls as there; z-score; measured here: cytoplasmic GR-EGFP intensity; hits give high values
# Dynein cargo inh nuclear GR-EGFP: further read-out of Dynein cargo inh, marked with its call; z-score; measured here: nuclear GR-EGFP intensity;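 lower value marks the stronger effect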
# Dynein cargo inh cell count: also measured in Dynein cargo inh; calls as there; z-score; measured here: cell count per field
# Insulin prom up cell count: also measured in Insulin prom up; calls as there; cell count; measured here: cytotoxicity, nuclei count;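 total cells summed across four imaged fields per well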
# Lipid droplet cells 6.5 µM: recorded beside Lipid droplet, whose call it bears; cell count; measured here: cell count, cytotoxicity flag;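 cells counted across two imaged fields per well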
# b-catenin transl cell count 5 µM: further read-out of b-catenin transl, marked with its call; cell count; measured here: cell count, cytotoxicity flag
# MT stabilize HCS Hoechst-high %: also measured in MT stabilize HCS; calls as there; % Hoechst-high responders; measured here: nuclear condensation Hoechst responders;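 share of cells brighter than vehicle mean plus two SD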
# MT stabilize HCS cytotoxicity %: second read-out of MT stabilize HCS, no call of its own (marks repeat the call); toxicity, %; measured here: cytotoxicity by cell density;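 0% = mean cell density of plate MIN control wells and 100% = no cells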
# Autophagy HCS cell loss 18 h: also measured in Autophagy HCS; calls as there; toxicity, %; measured here: cell loss, nuclei count;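 cell loss after 18 h compound exposure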
# An asterisk follows results filed as active; i = inactive; · = no result given.
# Every second line gives: Insulin prom up	Insulin prom up cell count	Autophagy HCS	Autophagy HCS cell loss 18 h	Lipid droplet	Lipid droplet cells 6.5 µM	WT yeast gro inh	WT yeast gro inh mutant strain	MT stabilize HCS	MT stabilize HCS Hoechst-high %	MT stabilize HCS cytotoxicity %	b-catenin transl	b-catenin transl cell count 5 µM	Dynein cargo inh	Dynein cargo inh cytoplasmic EGFP	Dynein cargo inh nuclear GR-EGFP	Dynein cargo inh cell count	Yfh1-off respiration	HEK293 NOD2/NF-kB
OC(COCC1CC=CCC1)Cn1cnc2ccccc21 (stereo not drawn)
→ 0.99	894	i	-5	-9	846	-2	1	2.4	2.0	7.6	·	·	-0.71	-0.18	-0.39	0.48	i	10%
COc1ccccc1C(CNC(=S)NCc1ccccc1)N1CCCC1 (stereo not drawn)
→ -1.6	1308	i	7	0	689	4	-15	2.8	1.7	5.7	-1.1	1032	-1.5	-0.21	-0.8	1.4	i	5%
CC(C)(C)c1cc(C(=O)NCc2cccnc2)ccn1
→ 4.3*	1477*	i	-5	·	·	5	1	2.6	1.0	5.7	-0.2	1334	-0.34	-0.26	-0.11	0.66	i	6%
C=CCc1cccc2cc(C(=O)NC(C)(C)C)c(=O)oc12
→ 0.28	1106	i	-6	4	669	-7	-12	2.8	1.7	8.6	0.4	1017	-1.1	-0.19	-0.84	-0.37	i	-8%
COc1cc(OC)cc(-c2nnc(SCC(=O)N(Cc3ccccc3)C(C)(C)C)o2)c1
→ -1.4	969	i	0	·	·	13	8	2.7	4.1	6.7	-4.8	982	0.37	0.097	0.57	-1.1	i	10%
CCn1c(SCC(=O)Nc2ccc(C)cc2)nc2nc3c(cc2c1=O)CCCC3
→ -0.67	1390	i	-3	-13	637	-4	27	6.2	3.0	13	0.9	1129	-0.25	-0.3	-0.3	0.67	i	35%
COc1ccc(Cc2nnc(NC(=O)CSc3ccccc3)s2)cc1OC
→ 0.09	1309	i	7	1	583	3	-5	0.8	2.0	4.7	1.0	907	-0.88	0.23	-0.6	0.5	i	-10%
O=C(NNc1c2ccccc2nc2ccccc12)c1cccc(O)c1
→ -0.02	1442	i	-9	-7	634	25	11	5.5	1.4	0.3	0.7	1048	2.1	-0.33	1.3	0.71	i	14%
CC[C@H](C)/C=C(C)/C=C/C1=CC2=CC(=O)[C@]3(C)OC(=O)[C@@H](C(C)=O)[C@@H]3C2=CO1
→ 1.7	1332	i	-16	-18	718	47	17	1.4	0.9	8.2	0.1	1071	-2.8	3.6	-1	0.83	i	19%
COc1ccc(Br)cc1/C=C/C(=O)Nc1c(C)cccc1C
→ 0.05	1613	i	-26	·	·	-10	-6	2.6	1.5	2.8	0.8	1310	0.085	-0.18	0.51	0.63	i	23%
Cc1ccc2cc(CN(Cc3ccco3)C(=O)C3CCCCC3)c(=O)[nH]c2c1C
→ ·	·	i	11	·	·	-3	-7	1.6	1.2	8.9	1.0	1123	0.35	0.2	0.25	0.53	i	5%
CC(=O)N1CCCc2cc(S(=O)(=O)N3CCC(C)CC3)ccc21
→ 0.01	1284	i	3	2	758	-17	-3	4.7	1.7	9.4	-0.3	584	0.33	-0.25	0.7	0.19	i	-6%
O=C(NCCc1ccc(Cl)cc1)c1cc(-c2ccncc2)nc2ccccc12
→ -0.09	1083	·	·	2	699	·	·	·	·	·	1.6	1284	-0.67	-0.17	-0.0019	0.58	i	-25%
CCS(=O)(=O)Nc1cccc(C2=NN(S(=O)(=O)CC)C(c3ccccc3)C2)c1 (stereo not drawn)
→ 2.1	1273	i	7	12	680	1	-2	1.9	1.1	6.1	-0.1	1115	-0.82	-0.11	-0.51	0.66	i	18%
c1ccc2c(c1)COC(CN1CCCCC1)OC2
→ 0.27	1508	i	-6	-14	707	-7	-7	5.2	1.4	9.2	-1.2	1108	0.83	-0.24	0.89	-0.91	i	-1%
COc1ccc(-c2cc(C(F)(F)F)n3nc(C(=O)N(C)Cc4ccccc4)cc3n2)cc1OC
→ -1.7	1475	i	9	-4	711	-3	-1	3.1	2.1	0.2	-3.6	1012	0.6	-0.21	0.51	-0.51	i	43%
Cc1cc(Nc2ccccc2)n(CCOC(=O)COc2ccccc2)n1
→ 1.4	1043	i	-4	·	·	9	-24	1.7	1.3	9.3	0.4	1210	-0.83	-0.22	-0.25	1.2	i	2%
O=C(Cc1ccccc1[N+](=O)[O-])N1CCN(c2ccc(F)cc2)CC1
→ -0.48	1668	i	-6	-34	690	-14	11	3.0	3.4	5.8	-1.7	1069	0.03	-0.33	-0.069	0.54	i	18%
CCC(C)(C)NC(=O)Cc1ccc(C)cc1
→ 1.7	884	i	-9	6	816	-21	-7	1.2	1.2	7.1	·	·	2.6	0.19	2	-1.8	i	6%
COc1ccc(S(=O)(=O)Nc2ccc(Oc3ncccn3)c(Cl)c2)cc1
→ 0.27	817	i	-3	10	762	2	0	2.2	1.7	4.0	-3.1	1197	-0.42	-0.27	-0.25	-0.013	i	8%

# Record cards, from the list above. Order of screens: Insulin prom up | Insulin prom up cell count | Autophagy HCS | Autophagy HCS cell loss 18 h | Lipid droplet | Lipid droplet cells 6.5 µM | WT yeast gro inh | WT yeast gro inh mutant strain | MT stabilize HCS | MT stabilize HCS Hoechst-high % | MT stabilize HCS cytotoxicity % | b-catenin transl | b-catenin transl cell count 5 µM | Dynein cargo inh | Dynein cargo inh cytoplasmic EGFP | Dynein cargo inh nuclear GR-EGFP | Dynein cargo inh cell count | Yfh1-off respiration | HEK293 NOD2/NF-kB
# O=C(Cc1ccccc1[N+](=O)[O-])N1CCN(c2ccc(F)cc2)CC1 across the screens: -0.48 | 1668 | i | -6 | -34 | 690 | -14 | 11 | 3.0 | 3.4 | 5.8 | -1.7 | 1069 | 0.03 | -0.33 | -0.069 | 0.54 | i | 18%
# COc1ccc(Cc2nnc(NC(=O)CSc3ccccc3)s2)cc1OC across the screens: 0.09 | 1309 | i | 7 | 1 | 583 | 3 | -5 | 0.8 | 2.0 | 4.7 | 1.0 | 907 | -0.88 | 0.23 | -0.6 | 0.5 | i | -10%
# COc1ccc(-c2cc(C(F)(F)F)n3nc(C(=O)N(C)Cc4ccccc4)cc3n2)cc1OC across the screens: -1.7 | 1475 | i | 9 | -4 | 711 | -3 | -1 | 3.1 | 2.1 | 0.2 | -3.6 | 1012 | 0.6 | -0.21 | 0.51 | -0.51 | i | 43%

# (further entries)
# Every second line gives: Insulin prom up	Insulin prom up cell count	Autophagy HCS	Autophagy HCS cell loss 18 h	Lipid droplet	Lipid droplet cells 6.5 µM	WT yeast gro inh	WT yeast gro inh mutant strain	MT stabilize HCS	MT stabilize HCS Hoechst-high %	MT stabilize HCS cytotoxicity %	b-catenin transl	b-catenin transl cell count 5 µM	Dynein cargo inh	Dynein cargo inh cytoplasmic EGFP	Dynein cargo inh nuclear GR-EGFP	Dynein cargo inh cell count	Yfh1-off respiration	HEK293 NOD2/NF-kB
COc1cccc(CC2(CO)CCN(Cc3cn(C)nc3C)CC2)c1
→ ·	·	i	-10	-7	678	-6	-8	4.3	0.7	3.3	2.9	873	0.74	-0.25	0.86	-0.57	i	-6%
CC(=O)NC(NC(=S)Nc1c(C)n(C)n(-c2ccccc2)c1=O)C(Cl)(Cl)Cl (stereo not drawn)
→ -0.04	1528	i	16	16	660	16	1	4.6	1.3	6.1	-1.9	1107	0.6	-0.23	0.57	0.24	i	10%
O=C(COC(=O)c1c2ccccc2cc2ccccc12)NCC(F)(F)F
→ -0.17	1380	i	9	-10	732	14	-5	2.3	3.9	11	·	·	0.86	-0.23	1.4	-0.84	i	10%
CNC(=O)c1nnc(Cc2ccc(Cl)cc2)o1
→ 0.24	964	i	4	·	·	-7	3	1.2	4.7	11	·	·	2.3	-0.14	1.7	-0.92	i	5%
COC(=O)c1cc(S(=O)(=O)N2CCC(C)CC2)ccc1F
→ 2.5	1141	i	-2	2	707	10	1	1.5	1.8	7.9	·	·	-0.15	-0.21	0.086	-0.5	i	-9%
CCOC(=O)c1ccc(NC(=O)CC2C(=O)N(c3ccc(F)cc3)C(=O)N2CCC(C)C)cc1 (stereo not drawn)
→ -0.37	866	i	-10	-4	795	26	7	1.3	1.3	11	1.5	1146	0.12	-0.049	0.35	0.23	i	-118%
CCOC(=O)N1CCN(C(=O)c2ccc3nc(C)sc3c2)CC1
→ -0.41	1260	i	-2	-13	772	-1	-27	1.9	0.6	30	3.5	1110	0.25	-0.28	0.44	0.75	i	10%
COc1ccc(C2=NOC3(CC(=O)N(c4ccc(C)cc4)C3=O)C2)cc1 (stereo not drawn)
→ -0.58	921	i	-1	·	·	-3	-5	2.5	2.0	6.9	·	·	-0.083	-0.41	0.07	0.22	i	-5%
O=C(CN1CCc2ccccc21)NN1CC(=O)N(c2ccc(Cl)cc2)CC1=O
→ 1	1261	·	·	-19	644	·	·	·	·	·	-0.7	1300	-0.023	-0.21	-0.1	0.53	i	15%
COc1ccc(OC)c(S(=O)(=O)Nc2ccccc2C(F)(F)F)c1
→ ·	·	i	8	12	747	-25	-17	1.5	0.3	49	-0.2	1256	-0.91	-0.23	-0.23	0.11	i	5%
Cc1c(C(N)=O)sc(N)c1C(=O)OC(C)C
→ 0.67	1385	i	0	·	·	-6	21	5.0	2.3	9.7	-3.0	822	-1	-0.2	-0.29	0.67	i	-3%
Cc1nc(N)sc1-c1csc(Nc2ccccn2)n1
→ -0.48	1193	i	3	·	·	-6	-4	4.3	3.5	6.0	-3.8	984	-0.62	-0.061	-0.09	-0.14	i	-21%
O=C(CCCCCNc1nc(=S)[nH]c2ccccc12)NCc1ccccc1Cl
→ -0.33	1185	i	1	-12	681	-12	-11	2.3	1.5	1.6	-3.5	1103	-0.12	-0.28	-0.035	0.62	i	9%

# Source: PubChem BioAssay (several laboratories)

# These rows are one share of the data (hit frequency here may not be typical).
